DSG3 Ab inh: human desmoglein-3 autoantibody binding inhibition | P32926 | DSG3-coupled beads, scFv-anti-DSG3-GFP binding, flow cytometry; stronger effect = lower value | AID 588358 | 0.48% of 310,000 active | binding (percent of control), % at 10 µM;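 active means binding more than 3 SD below its plate's average and above zero; inconclusive means below that plate limit but binding exactly zero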;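 further: hits lower antibody fragment binding to DSG3; some compounds called inactive have numbers as strong as hits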
CDK5 p35 inh: CDK5/p35 (human) kinase inhibition; Q00535+Q15078; inhibition, % at 10 µM; Recombinant CDK5/p35, ADP-Glo luminescence, 60 min; 0.01% of 330,000 active;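 active means highest replicate inhibition of at least 50% and at least 75% of replicates reaching 50%; inconclusive means only one of the two criteria met; inactive means both criteria failed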;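 further: plate controls were DMSO neutral control for no effect and GW8510 at 10 µM for full effect; many of its hits are not listed in these tables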
SR-BI HDL uptake: mouse SR-BI HDL lipid transfer inhibition; ldlA[mSR-BI] CHO cells, DiI-HDL uptake fluorescence, 3 h; Q61009; 0.96% of 320,000 active; inhibition, % at 12.5 µM;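 active means mean replicate inhibition of at least 70% and a set share of replicates each scoring 70 or more; inconclusive means meets just one of the two criteria; inactive means fails both criteria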;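 further: 0% = median of neutral control wells and 100% = median of positive control wells; values of inactives mirror those of a sister screen read the other way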
PKA-R1A act: PKA-R1A complex activation; 0.083% of 340,000 active; PKA-R1A dissociation, Cy5-IP20 fluorescence polarization; scaled: DMSO 0%, 113 µM cGMP 100%; AID 504707; activation, % at 11.4 µM;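 active means percent activation above the mean of all tested compounds plus 3 SD, cut at about 19% in these data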;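 further: higher means more PKAc released from R1A so a rise in polarization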
dFosB activator: activators of mouse delta FosB homodimer. P13346. purified delta FosB, TAMRA-CDK5 oligo fluorescence polarization; percent of positive-control signal above neutral wells. activation, % at 25 µM. 0.99% of 340,000 active. AID 493131;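 active means mean activation above about 17%, with every replicate also reaching it, limit read from the data, passing the limit was not always enough; inconclusive means only one of the two conditions met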;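 further: fluorescence polarization rise as delta FosB binds a TAMRA Cdk5 AP-1 oligo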
NSD2 inh: inhibitors of human histone methyltransferase NSD2. NSD2 peptide methylation, AlphaScreen, 120 min. AID 743445. 0.54% of 310,000 active. inhibition, % at 12.5 µM. O96028; in the data active means inhibition above about 50%
Target sequence (O96028 whole entry, looked up): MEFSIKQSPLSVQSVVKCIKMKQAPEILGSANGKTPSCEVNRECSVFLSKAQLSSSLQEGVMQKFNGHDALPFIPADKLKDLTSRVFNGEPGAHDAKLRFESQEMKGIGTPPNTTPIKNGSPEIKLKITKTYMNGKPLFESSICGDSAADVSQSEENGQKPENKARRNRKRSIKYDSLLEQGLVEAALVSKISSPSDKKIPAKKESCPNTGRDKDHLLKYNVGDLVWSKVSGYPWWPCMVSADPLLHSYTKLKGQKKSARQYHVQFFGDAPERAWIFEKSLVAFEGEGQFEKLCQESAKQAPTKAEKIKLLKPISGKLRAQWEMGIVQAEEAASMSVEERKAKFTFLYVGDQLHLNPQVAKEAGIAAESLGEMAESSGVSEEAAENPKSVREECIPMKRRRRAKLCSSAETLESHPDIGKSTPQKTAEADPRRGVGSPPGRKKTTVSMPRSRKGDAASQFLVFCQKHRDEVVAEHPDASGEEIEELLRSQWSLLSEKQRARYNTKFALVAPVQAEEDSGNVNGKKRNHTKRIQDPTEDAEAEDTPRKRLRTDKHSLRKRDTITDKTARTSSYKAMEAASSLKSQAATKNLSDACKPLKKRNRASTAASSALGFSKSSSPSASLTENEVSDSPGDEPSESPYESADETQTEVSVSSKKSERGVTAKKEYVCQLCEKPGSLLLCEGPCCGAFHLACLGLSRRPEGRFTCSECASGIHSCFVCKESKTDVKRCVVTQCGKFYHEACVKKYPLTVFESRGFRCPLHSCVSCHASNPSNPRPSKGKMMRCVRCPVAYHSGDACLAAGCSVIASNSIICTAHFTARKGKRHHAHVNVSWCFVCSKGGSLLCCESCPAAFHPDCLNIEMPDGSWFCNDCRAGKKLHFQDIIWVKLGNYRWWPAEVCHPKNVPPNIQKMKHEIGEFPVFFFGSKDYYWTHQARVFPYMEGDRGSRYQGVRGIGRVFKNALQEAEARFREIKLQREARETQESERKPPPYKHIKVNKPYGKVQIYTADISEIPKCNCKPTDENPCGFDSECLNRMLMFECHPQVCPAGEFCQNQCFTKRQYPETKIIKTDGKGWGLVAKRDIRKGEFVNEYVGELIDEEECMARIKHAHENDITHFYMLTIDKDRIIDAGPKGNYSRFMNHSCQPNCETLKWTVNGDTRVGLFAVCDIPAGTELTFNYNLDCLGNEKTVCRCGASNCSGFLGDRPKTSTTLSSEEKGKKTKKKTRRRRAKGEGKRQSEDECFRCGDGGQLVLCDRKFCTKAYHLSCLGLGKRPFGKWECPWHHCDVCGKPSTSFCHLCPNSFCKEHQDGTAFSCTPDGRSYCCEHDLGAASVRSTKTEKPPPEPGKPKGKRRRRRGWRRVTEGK
SUMO Mot1 rescue: blocks SUMOylation pathway, rescuing yeast Mot1-301 growth | S. cerevisiae Mot1-301 growth rescue, ATP luminescence, 38.5C; percent above DMSO median, 100 means doubled | growth rescue, % at 18.8 µM | 1% of 320,000 active | AID 2716;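 active means every valid replicate shows activation above 250% relative to neutral control wells; inactive means the rest, any valid replicate at or below 250%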;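 further: OY570 slx delta 5 strain wells were the positive control but not used for scaling; some compounds called inactive have numbers as strong as hits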
SR-BI uptake up: SR-BI HDL lipid transfer activation | CHO ldlA[mSR-BI] cells, DiI-HDL uptake fluorescence, 3 h; 100 = double the neutral-control signal | 0.096% of 320,000 active | activation, % at 12.5 µM;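 active means mean replicate activation of at least 60% and every replicate at or above 60%; inconclusive means mean or all-replicate condition met, but not both; inactive means mean below 60% and not all replicates reaching 60%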;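 further: 0% = median plate neutral-control signal and 100% = twice that signal; values of inactives mirror those of a sister screen read the other way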
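Test system: SR-BI-overexpressing, LDLR-lacking CHO cells. Measured by: DiI fluorescence, bottom read. Medium: Ham's F12 with 0.5% BSA, HEPES 25 mM, pH 7.4. Timing: 3 h uptake period with compound, 37 °C.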
MITF TRPM1 HTS: MITF TRPM1 promoter activation in melanoma cells; SK-MEL-5 TRPM1-promoter luciferase, 24 h; % of positive control, neutral wells = 0; activation, % at 12.5 µM; 0.75% of 300,000 active;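 active means mean activation of at least 80% with every replicate also reaching 80%; inconclusive means mean reaches 80% but some replicate falls short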;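 further: 0% = neutral control wells and 100% = parthenolide positive control wells; values of inactives mirror those of a sister screen read the other way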
Arr AP2 block: human beta-arrestin and AP2 interaction inhibition. FITC-arrestin peptide / GST-AP2 beads, flow cytometry; AP2 beta2 appendage carries R879A mutation. inhibition, % at 10 µM. 0.31% of 340,000 active;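 active means inhibition above a set limit, near 3 SD of compounds lacking own fluorescence, cut at about 54% in these data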;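 further: plate controls were DMSO wells for no effect and 5 µM unlabelled arrestin peptide for full effect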
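System: GST-AP2 R879A bound to glutathione beads, E. coli-expressed. Also added: 50 nM FITC-arrestin peptide. Schedule: compound with beads 12 min RT, then probe 1 h RT. Signal: bead flow cytometry, FITC channel. Read-out basis: percent response.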
PKA-R2B activ: activates the human PKA-R2B holoenzyme complex; P22694+P31323; PKA-R2B holoenzyme dissociation, Cy5-IP20 fluorescence polarization; R2B truncated from residue 108, S112A mutant; 0% DMSO only, 100% 113 µM cGMP; activation, % at 11.4 µM; 0.079% of 340,000 active; AID 504700;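 active means activation above a cutoff set at the mean over all compounds plus 3 SD, cut at about 18% in these data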;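 further: higher means more holoenzyme dissociation and a rise in polarization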
Starred values were filed as active, the others as inactive; ? = inconclusive; · = not tested or not shown.

DSG3 Ab inh	CDK5 p35 inh	SR-BI HDL uptake	PKA-R1A act	dFosB activator	NSD2 inh	SUMO Mot1 rescue	SR-BI uptake up	MITF TRPM1 HTS	Arr AP2 block	PKA-R2B activ	Compound
106.1	0.2	-46.7	0.4	-2.5	-3.1	3.9	46.7	3.0	-0.4	-0.5	Cc1c(CC(=O)O)c(=O)oc2cc(OCc3ccc(F)cc3Cl)ccc12
103.6	-1.1	·	-4.8	-8.6	·	-4.4	·	-2.0	-2.7	4.8	CC(NC(=O)C(NS(=O)(=O)c1cccc2nsnc12)C(C)C)c1ccccc1 (centres undefined)
99.5	-1.1	2.7	0.1	-7.9	·	0.2	-2.7	7.4	0.3	0.3	Cc1ccc(C(=O)c2ccccc2C(=O)Nc2ccccc2)cc1
108.8	-2.6	24.3	1.8	-18.2	0.6	5.7	·	-8.3	25.0	13.0	Cc1ccc2nc(-c3ccncc3)cc(C(=O)Nc3ccc(F)cc3C)c2c1
106.9	-1.4	1.2	0.0	-4.1	·	-10.3	-1.2	6.0	6.2	5.9	Cc1c(C2(O)CCCCC2)[nH]c2cnccc12
102.1	-0.1	-14.2	4.0	-8.3	1.2	26.3	14.2	18.3	-0.7	-2.8	CCCc1cc(=O)oc2cc(OCc3ccc(C(=O)O)o3)ccc12
104.4	-2.4	-133.3	-9.1	-3.0	·	-18.5	?	-8.6	1.3	-6.0	CCCSCCCNC(=O)CC1Oc2ccccc2NC1=O (centres undefined)
98.4	1.3	5.1	5.9	2.0	2.1	-18.3	-5.1	35.6	5.3	0.4	COc1ccccc1/C=N\N=C(\N)c1ccccn1
102.8	0.5	13.2	-1.3	-0.6	-6.3	13.4	-13.2	12.8	3.5	-1.0	O=C1c2cccnc2C(=O)N1c1cccc([N+](=O)[O-])c1
102.1	-0.1	1.8	3.6	0.4	19.1	-12.5	-1.8	2.3	-17.0	-0.5	COc1ccc(CC(=O)OC(C)C(=O)Nc2ccc(S(N)(=O)=O)cc2)cc1 (centres undefined)

Part of the list above in order of molecular weight, highest first.
DSG3 Ab inh	CDK5 p35 inh	SR-BI HDL uptake	PKA-R1A act	dFosB activator	NSD2 inh	SUMO Mot1 rescue	SR-BI uptake up	MITF TRPM1 HTS	Arr AP2 block	PKA-R2B activ	Compound
103.6	-1.1	·	-4.8	-8.6	·	-4.4	·	-2.0	-2.7	4.8	CC(NC(=O)C(NS(=O)(=O)c1cccc2nsnc12)C(C)C)c1ccccc1 (centres undefined)
106.1	0.2	-46.7	0.4	-2.5	-3.1	3.9	46.7	3.0	-0.4	-0.5	Cc1c(CC(=O)O)c(=O)oc2cc(OCc3ccc(F)cc3Cl)ccc12
108.8	-2.6	24.3	1.8	-18.2	0.6	5.7	·	-8.3	25.0	13.0	Cc1ccc2nc(-c3ccncc3)cc(C(=O)Nc3ccc(F)cc3C)c2c1
98.4	1.3	5.1	5.9	2.0	2.1	-18.3	-5.1	35.6	5.3	0.4	COc1ccccc1/C=N\N=C(\N)c1ccccn1

The list goes on.
DSG3 Ab inh	CDK5 p35 inh	SR-BI HDL uptake	PKA-R1A act	dFosB activator	NSD2 inh	SUMO Mot1 rescue	SR-BI uptake up	MITF TRPM1 HTS	Arr AP2 block	PKA-R2B activ	Compound
101.8	4.4	1.3	-11.0	-2.7	7.0	6.6	-1.3	0.2	0.7	6.9	CCCCCCn1c(-c2cccs2)n[nH]c1=S
117.9	-5.8	13.9	3.8	-8.5	-2.1	-13.2	-13.9	-18.3	2.5	-9.2	COc1cccc(NC(=O)CN(C)C(=O)c2cc(C3CC3)nn2-c2ccccc2)c1
104.5	-0.3	24.1	-1.0	-14.9	-1.7	10.4	-24.1	22.1	32.7	-0.8	N#CCC(=O)N/N=C\c1ccccc1OC/C=C/c1ccccc1
105.3	-1.2	-14.2	1.6	-1.3	-3.3	-8.8	14.2	-2.2	19.5	1.6	CCCCN1CN(Cc2ccccc2)CNC1=S
110.2	3.6	-4.7	5.0	-1.9	-2.1	17.5	4.7	7.7	6.5	3.4	O=C(N/N=C1/SCC(=O)N1Cc1ccco1)c1ccccc1F
102.0	-1.3	14.3	-0.1	4.5	·	11.8	-16.7	·	4.2	-10.0	Cc1ccc(-n2ncc3c(N4CCCC(C)C4)ncnc32)c(C)c1 (centres undefined)
99.3	-0.3	53.8	2.1	-2.0	·	-26.1	-53.8	-30.2	25.4	-1.2	Cc1ccc(NC(=S)Nc2ccc(C(C)C)cc2)cc1S(=O)(=O)N1CCCCCC1
115.3	-0.7	18.0	-9.8	-0.6	-1.2	7.1	-18.0	·	6.7	-5.2	Cc1cc(C)n(-c2ccc(Cl)c(C(=O)OCC(=O)N3CCCCC3C)n2)n1 (centres undefined)
·	-3.1	·	5.1	-1.1	1.7	-13.5	·	-1.1	26.0	-2.2	COc1cccc(N(CC(=O)NC2CCCCC2)C(=O)c2snc(C(N)=O)c2N)c1
117.8	1.3	-0.3	2.5	-2.8	-1.0	283.6	0.3	-1.6	-4.5	3.9	O=C(O)C1CCN(S(=O)(=O)c2ccc3c(c2)OCCCO3)CC1
99.4	-2.9	15.3	-0.4	-6.2	-9.7	-25.3	-15.3	0.2	-7.1	-2.9	COc1ccc(-c2cc(C(F)(F)F)c(C#N)c(SCC(=O)Nc3nc(C)co3)n2)cc1
110.1	0.4	9.9	0.7	-1.1	-2.1	-13.5	-9.9	6.2	-4.9	-5.2	CN(C)C(=S)NC(=O)C12CC3CC(C)(CC(C)(C3)C1)C2
97.8	0.5	8.8	-1.9	-3.0	1.3	3.0	-8.8	3.3	17.6	-1.2	COc1ccc(OC)c(NC(=O)COc2ccc(Br)cc2)c1
103.1	-7.0	-6.0	8.3	-2.6	-6.1	-5.1	6.0	117.3*	-21.8	1.8	Nc1c(C(=O)C2CC2)sc2nc3c(cc12)CCC3
105.2	0.3	31.5	-3.2	0.6	-0.6	7.9	-31.5	4.4	-3.6	-15.4	COCCC(=O)N1CCC(Oc2ccc(C(=O)N3C[C@H]4CC[C@H]3C4)cc2)CC1
111.2	-1.2	8.1	15.2	-4.3	7.3	-9.2	-8.1	·	-3.3	-1.4	C/C=C/COC(=O)C1=C(C)NC(=O)NC1c1ccc2c(c1)OCO2 (centres undefined)
·	0.0	-11.0	13.3	-0.5	3.1	-4.3	11.0	2.3	-1.3	-0.5	O=C(CCS(=O)(=O)c1ccc(Cl)cc1)Oc1ccc2c(c1)OCO2
99.1	1.5	8.7	0.8	-8.0	2.8	13.2	-8.7	-3.5	-24.2	-0.3	Cc1ccc(NC(=O)COc2coc(CN3CCc4ccccc4C3)cc2=O)c(C)c1
105.2	-0.6	-11.6	-1.6	-4.3	2.4	-12.3	11.6	-6.1	1.3	-2.7	O=C(Cc1c(F)cccc1Cl)Nc1cc(S(=O)(=O)N2CCOCC2)ccc1N1CCCC1
93.5	0.1	0.4	2.7	-6.4	·	11.9	-0.4	9.3	-3.6	-11.6	CC(c1ccccc1F)n1cc(C(=O)NCCCc2nc3ccccc3[nH]2)nn1 (centres undefined)
92.9	-0.3	-12.3	-9.3	-18.9	-1.4	-7.2	12.3	51.7	-17.1	-8.5	COCCNC(=O)c1cc2cc3ccc(OC)cc3nc2o1
103.3	-0.3	-19.0	-0.2	-1.8	-0.2	0.0	19.0	11.2	23.6	-5.0	COc1cccc(NC(=O)CN(C)C(=O)c2cn(-c3ccccc3)nc2-c2cccnc2)c1
101.7	1.0	0.3	1.2	-10.8	-2.2	·	-0.3	-7.8	27.6	-1.7	O=C(NC1CCN(Cc2ccccc2)C1)c1cccc(S(=O)(=O)N2CCOCC2)c1 (centres undefined)
85.2	0.2	0.9	·	-2.0	15.3	8.1	-0.9	·	0.7	·	C[C@@H]1OC(Nc2ccc(N=Nc3ccccc3)cc2)[C@H](O)[C@H](O)[C@H]1O (some centres undefined)
104.7	0.1	14.5	-10.6	-15.1	5.2	-10.5	-14.5	-13.6	16.0	-2.0	O=C1/C(=C/c2cccnc2)SC(=NCc2ccccc2)N1Cc1ccccc1
105.4	-0.3	-42.5	-5.6	-1.5	1.4	16.8	42.5	81.0*	46.3	6.4	c1csc(-c2nc(N3CCCCC3)no2)c1
98.8	2.0	5.3	-5.9	-4.6	1.0	36.4	-5.3	-3.6	0.6	4.9	COn1c2c(c3c4no[n+]([O-])c4ccc31)CCCC2
100.0	-0.6	28.9	10.2	1.8	-1.7	4.0	-28.9	·	5.6	8.9	COc1ccc(C(=O)O/N=C/c2c(C(F)(F)F)nn(C)c2SCc2ccccc2Cl)cc1
87.1	-0.5	-38.3	-4.5	3.9	1.3	-7.9	38.3	-6.8	13.7	-4.8	CCCCC1(C)OC(=O)C(=Cc2ccc(SC)cc2)C(=O)O1 (centres undefined)
101.9	-1.3	2.5	-15.6	-14.9	·	6.8	-2.5	-12.6	6.3	-0.9	O=C(Nc1ccc(F)cc1F)C1CCN(c2ncnc3c2sc2cccc(F)c23)CC1
108.6	1.0	-16.6	0.1	-6.9	1.7	-6.4	16.7	6.4	-0.7	-2.9	CCOC(=O)c1cnn(CCOC(=O)Cc2cccs2)c1NC(=O)Cc1cccs1
106.7	-5.0	-16.8	-5.9	-4.6	-1.7	141.1	16.8	-1.6	5.0	0.7	Cc1ccc(NC(=O)COC(=O)C2(c3ccc(Cl)cc3)CCCC2)cc1
98.8	0.5	49.0	-1.5	2.1	3.1	3.8	-49.0	11.6	39.4	-5.8	O=C(Nc1ccc2c(c1)CCCN2C(=O)c1ccccc1)c1ccccc1Br
99.0	1.5	-4.6	·	1.2	-2.4	-37.6	4.6	·	-15.2	·	Cc1cc(C(C)(C)C)ccc1NC(=O)CC(C)(C)CC(=O)O
98.0	-0.3	6.6	-4.0	-3.9	-1.1	6.3	-6.6	-1.0	-5.3	7.6	CSCCC(NC(=O)c1cccc(C)c1)C(=O)O (centres undefined)
105.0	0.1	-13.9	3.7	79.9*	·	20.5	13.9	-27.5	-1.7	2.6	Oc1ccc(Nc2nc(N3CCCC3)c3ccccc3n2)cc1
123.4	-0.5	2.5	-5.0	-4.3	-1.2	17.4	-2.5	15.7	22.0	3.2	COc1ccc(-c2noc(CN(C)C3CCOCC3)n2)cc1
100.9	-0.6	-48.7	-0.8	-1.7	0.0	79.4	48.7	0.3	9.7	14.6	CC(C)OCC(O)CN (centres undefined)

High-throughput results: PubChem, several laboratories
